Screening data: PubChem, several laboratories
Platelet DG rel: platelet dense granule release activity; human platelet-rich plasma, SFLLRN dense granule ATP release, luminescence; inhibition, %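 (compounds screened at 7.5 µM in platelet-rich plasma)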; 300,000 tested, 0.22% active; AID 1663;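 active means mean replicate score, as percent of positive control, at or above 50; inconclusive means mean below 50 but at least one replicate at or above 50; inactive means mean and every replicate below 50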
AI-2 QS mod: modulators of Vibrio harveyi AI-2 quorum sensing system; Vibrio harveyi JMH597 AI-2 luminescence/OD600 ratio, 9 h; active compounds read low; strain lacks LuxN and CqsS sensors; 0 = neutral-control median; activity change, % at 7.5 µM; 300,000 tested, 0.4% active; in the data active means activity change below about -75%, passing the limit was not always enough; inconclusive means no clear call, values can overlap the other calls;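 further: luminescence divided by OD600 gain over 9 h not by final OD600 alone; inactives centre near 13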
PolyA inh: yeast polyadenylation inhibition. S. cerevisiae SKY197-pL101 polyadenylation reporter, beta-gal luminescence; efflux-impaired pdr1/pdr3 knockout yeast; score 100 = 6 SD above DMSO. calls only at 12 µM. 300,000 tested, 0.02% active. AID 1875;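 active means lowest replicate activity score at least 50, where 100 means six control SD above control mean; inconclusive means lowest score under 50 but half or more replicates reach 50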;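 further: yeast exposed to compound for 9 h at 30 °C; higher score means more reporter readthrough which indicates perturbed polyadenylation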
HSP90 refold inh: blocks HSP90-mediated luciferase refolding in reticulocyte lysate; Rabbit reticulocyte lysate, luciferase refolding luminescence, 3 h; inhibition, % at 5.6 µM; 290,000 tested, 0.91% active; AID 1789;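 active means inhibition above the screen-wide mean plus 3 SD, computed separately per campaign, cut at about 16% in these data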;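 further: 0% = DMSO wells and 100% = 60 µM geldanamycin wells; inhibitors lower the luminescence because luciferase stays unfolded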
HDAC3 inh: human HDAC3 inhibition; O15379; inhibition, % at 8.3 µM; 320,000 tested, 0.15% active; recombinant HDAC3, fluorogenic peptide/trypsin coupled, fluorescence; in the data active means inhibition above about 26%, passing the limit was not always enough; inconclusive means no clear call, values can overlap the other calls
Target sequence (O15379 whole entry, looked up): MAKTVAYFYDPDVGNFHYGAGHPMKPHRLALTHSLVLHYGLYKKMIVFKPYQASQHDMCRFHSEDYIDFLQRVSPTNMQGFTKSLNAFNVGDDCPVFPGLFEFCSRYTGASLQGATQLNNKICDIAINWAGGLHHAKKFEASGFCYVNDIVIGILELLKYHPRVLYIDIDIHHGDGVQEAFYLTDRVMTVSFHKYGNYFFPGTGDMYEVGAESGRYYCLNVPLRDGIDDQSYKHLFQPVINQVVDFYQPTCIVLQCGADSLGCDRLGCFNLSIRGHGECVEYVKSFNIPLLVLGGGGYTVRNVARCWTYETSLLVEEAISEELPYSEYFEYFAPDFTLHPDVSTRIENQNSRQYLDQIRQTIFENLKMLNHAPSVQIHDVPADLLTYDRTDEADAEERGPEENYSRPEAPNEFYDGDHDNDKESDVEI
DYRK1A inh: Dyrk1A (rat) kinase inhibition. Q63470. ADP-Glo luminescence, NFATc1 peptide. inhibition, % at 12.5 µM. 310,000 tested, 0.43% active. AID 504441; in the data active means inhibition above about 50%;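 further: plate controls were vehicle with enzyme for no effect and no enzyme for full effect; many of its hits are not listed in these tables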
GSK3A inh: inhibitors of human GSK-3 alpha kinase. AID 2650. ADP-Glo luminescence, 60 min. inhibition, % at 10 µM. 320,000 tested, 0.1% active. P49840;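 in the data active means inhibition above about 50%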;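 further: GST-tagged GSK-3 alpha with peptide substrate and 25 µM ATP; 0% = DMSO neutral wells and 100% = GW8510 positive control wells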
Target sequence (P49840 whole entry, looked up): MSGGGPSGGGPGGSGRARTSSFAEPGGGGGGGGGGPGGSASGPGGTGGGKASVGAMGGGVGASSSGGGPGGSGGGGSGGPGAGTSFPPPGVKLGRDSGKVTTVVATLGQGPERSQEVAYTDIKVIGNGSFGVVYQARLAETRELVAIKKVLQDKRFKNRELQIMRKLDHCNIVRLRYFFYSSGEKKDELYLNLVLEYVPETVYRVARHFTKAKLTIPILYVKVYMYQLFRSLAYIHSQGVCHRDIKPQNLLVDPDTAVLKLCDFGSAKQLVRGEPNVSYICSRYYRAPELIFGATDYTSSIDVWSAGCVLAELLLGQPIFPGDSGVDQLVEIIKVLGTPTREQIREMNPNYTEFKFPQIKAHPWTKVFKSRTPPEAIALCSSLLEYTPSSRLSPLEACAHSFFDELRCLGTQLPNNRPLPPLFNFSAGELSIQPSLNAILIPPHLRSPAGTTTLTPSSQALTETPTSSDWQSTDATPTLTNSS
GSK3B inh: blocks human GSK3beta kinase activity. P49841. 300,000 tested, 0.038% active. GST-GSK3beta kinase, ADP-Glo luminescence, 60 min; active compounds read low. activity score (negative = inhibition), % at 10 µM;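 active means more than half of replicate wells score below -50%, meaning over 50% inhibition versus plate controls; inconclusive means some replicates but at most half score below -50%; inactive means no replicate scores below -50%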;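 further: 0% = median DMSO wells and -100% = median GW8510 positive control wells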
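Assay system: GST-tagged human GSK3beta kinase, cell-free; Input: 1.6 ng GSK3beta; Medium: Tris/MgCl2 kinase buffer; Timing: 60 min enzyme reaction, room temperature; Signal: ADP-Glo luminescence quantifying ADP generated by kinase; Evaluation: score relative to plate controls; Benchmarks: DMSO neutral wells and GW8510 at 20 µM as positive.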
HSF-1 act: increases HSF-1 driven luciferase reporter signal; NIH3T3-HGL HSF-1 luciferase reporter, MG132, 8 h; 100% = twice DMSO control signal; activation, % at 9 µM; 300,000 tested, 1.7% active; AID 504408;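 active means mean replicate activation of at least 50% with a set share of replicates each reaching 50%; inconclusive means only one of those two conditions met; inactive means mean below 50% and too few replicates reaching it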;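 further: 0% = median of the neutral control wells and 100% = twice that signal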
HSF1 inh: HSF1 inhibition. 300,000 tested, 0.77% active. activity change, negative = inhibition, % at 7.5 µM (by protocol). NIH3T3-HGL HSE-luciferase, MG132-induced, luminescence 8 h; active compounds read low;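 active means more than half of replicate wells show activity change below -50%, luminescence cut by over half; inconclusive means some wells, but at most half, below -50%; inactive means no replicate well below -50%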;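 further: luciferase reports HSF-1 transcriptional activity via heat shock element; 0% = median of DMSO wells and -100% = zero luminescence signal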
* = called active by the depositor; i = inactive; ? = inconclusive; . = not tested or not shown. The list is partial (hit frequency here may not be typical).

SMILES	Platelet DG rel	AI-2 QS mod	PolyA inh	HSP90 refold inh	HDAC3 inh	DYRK1A inh	GSK3A inh	GSK3B inh	HSF-1 act	HSF1 inh
CCn1nnnc1SCC(=O)NNC(=O)C1CCCCC1	10	-2	i	0	4	5	1	1	-7	-7
Cc1cc(C)c2c(c1)cc(C)c1nnc(SCC(=O)Nc3ccc(S(=O)(=O)N4CCCCC4)cc3)n12	1	22	i	-7	5	-3	1	-4	1	1
O=C(c1ccc(Oc2ccc([N+](=O)[O-])cc2Cl)cc1)N1CCCC1	6	20	i	-2	-3	1	.	-1	3	-3
COc1ccc(N2CC(C(=O)Nc3cccc(S(=O)(=O)N4CCCC4)c3)CC2=O)c(OC)c1 (centres undefined)	-2	18	i	.	.	13	.	2	0	-5
COc1ccc(-n2c(C)ccc2C)c([N+](=O)[O-])c1	-20	18	i	4	-4	-4	-2	0	-9	0
CCOc1ccccc1NC(=O)c1oc2ccccc2c1NC(=O)C1CCCO1 (centres undefined)	-33	31	i	0	5	.	0	2	21	-1
O=C(CCNC(=O)C1CCN(S(=O)(=O)c2ccccc2)CC1)NCc1cccc(C(F)(F)F)c1	6	5	i	-3	-6	-7	2	-1	19	3
Cc1ccc(S(=O)(=O)N2CCCC2)cc1C(=O)N1CCC(C)CC1	0	12	i	-2	-7	-10	-1	2	1	6
CCN(CC)S(=O)(=O)c1cccc(NC(=O)COC(=O)c2cc(=O)c3ccccc3o2)c1	-1	14	i	-2	1	-1	3	0	-9	1
COc1ccc(CNC(=O)c2ccncc2)cc1	1	20	i	-1	-1	3	1	0	1	-5
O=C1c2ccccc2C(O)(c2ncc[nH]2)N1C1CCCCC1 (centres undefined)	0	28	i	2	6	-2	-4	3	-5	-2
Cn1cccc1Cc1nnc(SCC(=O)Nc2ccccc2F)n1CCc1ccccc1	1	29	i	1	6	4	.	-4	-4	1
CNc1cc(N2CCCC2)ccc1[N+](=O)[O-]	-8	7	i	1	10	2	-1	2	-3	3
COc1ccc(/C=C/c2nnc(NC(=O)COc3cccc(C)c3)s2)cc1	-2	31	i	1	-5	-5	1	-2	-7	2
COc1cccc(NC(=O)CCC(=O)Nc2cc(OC)c(NC(=O)c3cccs3)cc2OC)c1	3	14	i	3	.	5	.	0	12	3

No new results follow: 5 of the compounds above.
SMILES	Platelet DG rel	AI-2 QS mod	PolyA inh	HSP90 refold inh	HDAC3 inh	DYRK1A inh	GSK3A inh	GSK3B inh	HSF-1 act	HSF1 inh
CCn1nnnc1SCC(=O)NNC(=O)C1CCCCC1	10	-2	i	0	4	5	1	1	-7	-7
Cc1cc(C)c2c(c1)cc(C)c1nnc(SCC(=O)Nc3ccc(S(=O)(=O)N4CCCCC4)cc3)n12	1	22	i	-7	5	-3	1	-4	1	1
O=C(c1ccc(Oc2ccc([N+](=O)[O-])cc2Cl)cc1)N1CCCC1	6	20	i	-2	-3	1	.	-1	3	-3
COc1ccc(N2CC(C(=O)Nc3cccc(S(=O)(=O)N4CCCC4)c3)CC2=O)c(OC)c1 (centres undefined)	-2	18	i	.	.	13	.	2	0	-5
COc1ccc(-n2c(C)ccc2C)c([N+](=O)[O-])c1	-20	18	i	4	-4	-4	-2	0	-9	0

Further entries follow.
SMILES	Platelet DG rel	AI-2 QS mod	PolyA inh	HSP90 refold inh	HDAC3 inh	DYRK1A inh	GSK3A inh	GSK3B inh	HSF-1 act	HSF1 inh
CCCC(NC(=O)c1ccco1)c1nc2ccccc2[nH]1 (centres undefined)	-8	18	i	0	5	-2	-1	-1	-53	-36
O=C(NC1CCCc2ccccc21)C1CCN(c2c3c(nc4ncnn24)CCC3)CC1 (centres undefined)	16	15	i	-3	7	32	-1	2	-3	-3
CCOC(=O)Nc1ccc2c(c1)N(C(=O)CN1CCN(CCO)CC1)c1ccccc1CC2	-5	6	i	-3	2	2	-2	-2	14	-2
COc1ccc(CCN(C)C(=O)c2cc(-c3ccccc3)nc3ccccc23)cc1OC	-4	-5	i	-8	12	-1	.	-1	23	4
CCc1ccc(N(CC(=O)NC2CCCCC2)C(=O)CNC(=O)c2ccco2)cc1	-1	24	i	-6	6	0	-1	0	9	3
Cc1csc(NC(C)c2nc3cc(C(F)(F)F)ccc3n2CCCO)n1 (centres undefined)	-2	21	i	.	0	12	-2	-4	-12	10
Clc1cccc(-c2cc3nc4c(c(N5CCN(c6cnccn6)CC5)n3n2)CCCC4)c1	.	38	.	1	0	1	0	4	.	.
NC(=O)c1c(NC(=O)c2ccccc2Cl)sc2c1CCC2	1	24	i	2	-10	15	1	-6	6	-3
Cc1ccc(C)c(NC(=O)COC(=O)CC2c3ccccc3CCN2S(=O)(=O)c2ccc(F)cc2)c1 (centres undefined)	0	22	i	1	-1	0	1	-2	16	4
Cc1ccccc1-c1nc(CS(=O)CC(=O)NCCc2ccc(Cl)cc2)c(C)o1 (centres undefined)	5	14	i	-3	3	5	-3	2	7	5
O=C(Nc1nnc(S(=O)(=O)N2CCN(c3ccc(F)cc3)CC2)s1)c1ccccc1	-4	8	i	-4	-26	.	-1	2	-5	10
Cc1cc(=O)[nH]c(N/N=C/c2ccccc2Cl)n1	0	9	i	-3	6	-3	1	-2	4	-1
CCCCNC(=S)NNC(=O)c1cc(-c2ccncc2)nc2ccccc12	-1	29	i	-3	2	6	2	2	15	-4
S=c1[nH]cnc2scc(-c3ccc(Br)cc3)c12	11	40	i	-2	-1	1	-5	0	3	-2
CCn1c(=O)c2c(O)cc(=O)oc2c2ccccc21	-1	32	i	7	3	36	7	-1	-18	-1

By substructure, the compounds so far containing a thiophene ring, fused or not (3)
SMILES	Platelet DG rel	AI-2 QS mod	PolyA inh	HSP90 refold inh	HDAC3 inh	DYRK1A inh	GSK3A inh	GSK3B inh	HSF-1 act	HSF1 inh
COc1cccc(NC(=O)CCC(=O)Nc2cc(OC)c(NC(=O)c3cccs3)cc2OC)c1	3	14	i	3	.	5	.	0	12	3
NC(=O)c1c(NC(=O)c2ccccc2Cl)sc2c1CCC2	1	24	i	2	-10	15	1	-6	6	-3
S=c1[nH]cnc2scc(-c3ccc(Br)cc3)c12	11	40	i	-2	-1	1	-5	0	3	-2

(cont.)
SMILES	Platelet DG rel	AI-2 QS mod	PolyA inh	HSP90 refold inh	HDAC3 inh	DYRK1A inh	GSK3A inh	GSK3B inh	HSF-1 act	HSF1 inh
COc1ccc(-n2c(C)c(C(C)=O)c(C(C)=O)c2C)cc1	3	3	i	-4	-10	-3	-3	2	-72	-64*
CCCCn1c(SC(C)C(=O)NCC2CCCO2)nc2cc(C(=O)OC)ccc2c1=O (centres undefined)	3	17	i	.	6	-2	0	-1	8	-1
CN(Cc1cnccn1)Cc1nc(Cc2ccccc2Cl)no1	1	22	i	2	-1	-2	2	3	-35	-22
COc1ccc2c(c1)C1NC(=S)NC(C)(O2)C1C(=O)Nc1ccc(Cl)cc1 (centres undefined)	-1	19	i	-4	-5	1	2	2	0	-13
COc1ccc(Cn2c(SCc3ccccc3C)nc3cc(OC)c(OC)cc3c2=N)cc1	2	19	i	8	?	1	0	-6	26	-3
O=C(O)c1ccc(NC(=O)c2ccco2)c(NC(=O)c2ccco2)c1	-13	13	i	2	8	-3	0	-1	-6	-5
Cc1cc(C)cc(SCc2noc(C(=O)NC(C)C)c2C(=O)NC(C)C)c1	-4	11	i	0	7	13	-4	0	-9	-3
Cc1nc2ncccn2c1-c1csc(Nc2ccccc2)n1	8	9	i	1	-1	14	9	-10	-19	-12
O=C(Nc1ccc(Cl)cc1)c1ccc(Br)cc1F	0	23	i	-3	-1	-2	0	-3	48	30
CCCCCNC1=CC(=O)CC(c2ccccc2)C1 (centres undefined)	1	14	i	-2	2	-2	0	-2	7	-5
Cn1c(C(=O)O)c(C=O)c2ccccc21	1	16	i	4	1	1	-2	6	-11	1
Cc1nc2scc(C)n2c(=O)c1S(=O)(=O)NCCc1ccc(Cl)cc1	-7	4	i	-4	-5	0	-2	-1	18	11
CSCCC1NC(=O)NC1=O (centres undefined)	5	22	i	.	-11	.	0	0	-3	1
Cc1sc2ncnc(SC(C)C(=O)N3c4ccccc4Sc4ccccc43)c2c1C (centres undefined)	14	19	i	4	-3	4	1	-2	11	2
COC(=O)c1sccc1NC(=O)c1csc2c1CCCC2	-3	3	i	0	-2	6	-1	0	.	.
O=C(COC(=O)C1=COCCO1)NCc1ccc(F)cc1	1	7	i	-2	0	1	2	-3	-13	-12
CCN(CC)S(=O)(=O)c1ccc(C)c(NC(=O)/C=C/c2cccs2)c1	7	18	i	-2	3	-3	-2	-3	10	5
Cc1c(S(=O)(=O)N2CCc3ccccc3C2)c(=O)n(C)c(=O)n1C	-1	19	i	0	.	4	-1	1	6	-6
O=C1O/C(=C/C(=O)N2CCOCC2)c2ccccc21	-2	31	i	0	4	-1	-1	2	-30	-24
COC(=O)Cc1c(C)nc2nc(-c3ccc(OC)cc3)[nH]n2c1=O	2	21	i	3	-2	5	0	-5	-8	-4
Cc1cccc(OCc2nnc(SCC(=O)c3ccccc3)o2)c1	-1	-39	i	4	0	-4	-2	3	9	3
O=C(c1cc2cc(F)ccc2[nH]1)N1CCN(c2ccc(F)cc2)CC1	10	10	i	-1	-5	-1	-1	2	-1	-4
Cc1nnc(SCc2cccc([N+](=O)[O-])c2)[nH]c1=O	2	39	i	-2	4	-5	-6	2	-4	1
CCC(C(=O)Nc1cc(C(=O)O)ccc1C)c1ccccc1 (centres undefined)	-1	18	i	-3	3	-5	0	2	-4	3
CN(C)S(=O)(=O)c1cccc(C(=O)NCCOC(=O)c2cc(F)c(F)cc2Cl)c1	-5	1	i	5	7	1	-2	3	14	2
O=C(O)CCCn1cc(NC(=O)c2cc(F)c(F)cc2Cl)cn1	1	-10	i	1	-13	0	0	-3	-1	-3
COc1ccc(S(=O)(=O)NCc2cccnc2)cc1NC(=O)c1ccc(Cl)cc1	-2	?	i	.	-1	4	0	0	-3	-2

Profiles as entered above. Values in the order: Platelet DG rel	AI-2 QS mod	PolyA inh	HSP90 refold inh	HDAC3 inh	DYRK1A inh	GSK3A inh	GSK3B inh	HSF-1 act	HSF1 inh
Shown for CN(C)S(=O)(=O)c1cccc(C(=O)NCCOC(=O)c2cc(F)c(F)cc2Cl)c1 : -5	1	i	5	7	1	-2	3	14	2
Shown for O=C(COC(=O)C1=COCCO1)NCc1ccc(F)cc1 : 1	7	i	-2	0	1	2	-3	-13	-12
Shown for O=C(O)CCCn1cc(NC(=O)c2cc(F)c(F)cc2Cl)cn1 : 1	-10	i	1	-13	0	0	-3	-1	-3
Shown for Cc1c(S(=O)(=O)N2CCc3ccccc3C2)c(=O)n(C)c(=O)n1C : -1	19	i	0	.	4	-1	1	6	-6
